SUMO1 PPI mod – alters human SUMO1 binding to SIM partners; P63165; SUMO1 binding to a labelled peptide, TR-FRET, 1 h; inhibition, % at 20 µM; 0.33% of 360,000 active; AID 602429; in the data active = inhibition above about 37%
NadD block – blocks S. aureus nicotinate mononucleotide adenylyltransferase; purified NadD enzyme, colorimetric absorbance read-out; inhibition, % at 20 µM; 0.78% of 360,000 active; in the data active = inhibition above about 26%; also: some compounds past the cut are filed as inactive
DNMT1 block – blocks human DNA methyltransferase DNMT1; DNMT1 molecular beacon, Hinp1I cleavage, fluorescence; AID 588458; inhibition (reported as % activation of signal), % at 10 µM; 0.83% of 360,000 active; in the data active = inhibition above about 50%
Target sequence (P26358 504-1616 limits assumed): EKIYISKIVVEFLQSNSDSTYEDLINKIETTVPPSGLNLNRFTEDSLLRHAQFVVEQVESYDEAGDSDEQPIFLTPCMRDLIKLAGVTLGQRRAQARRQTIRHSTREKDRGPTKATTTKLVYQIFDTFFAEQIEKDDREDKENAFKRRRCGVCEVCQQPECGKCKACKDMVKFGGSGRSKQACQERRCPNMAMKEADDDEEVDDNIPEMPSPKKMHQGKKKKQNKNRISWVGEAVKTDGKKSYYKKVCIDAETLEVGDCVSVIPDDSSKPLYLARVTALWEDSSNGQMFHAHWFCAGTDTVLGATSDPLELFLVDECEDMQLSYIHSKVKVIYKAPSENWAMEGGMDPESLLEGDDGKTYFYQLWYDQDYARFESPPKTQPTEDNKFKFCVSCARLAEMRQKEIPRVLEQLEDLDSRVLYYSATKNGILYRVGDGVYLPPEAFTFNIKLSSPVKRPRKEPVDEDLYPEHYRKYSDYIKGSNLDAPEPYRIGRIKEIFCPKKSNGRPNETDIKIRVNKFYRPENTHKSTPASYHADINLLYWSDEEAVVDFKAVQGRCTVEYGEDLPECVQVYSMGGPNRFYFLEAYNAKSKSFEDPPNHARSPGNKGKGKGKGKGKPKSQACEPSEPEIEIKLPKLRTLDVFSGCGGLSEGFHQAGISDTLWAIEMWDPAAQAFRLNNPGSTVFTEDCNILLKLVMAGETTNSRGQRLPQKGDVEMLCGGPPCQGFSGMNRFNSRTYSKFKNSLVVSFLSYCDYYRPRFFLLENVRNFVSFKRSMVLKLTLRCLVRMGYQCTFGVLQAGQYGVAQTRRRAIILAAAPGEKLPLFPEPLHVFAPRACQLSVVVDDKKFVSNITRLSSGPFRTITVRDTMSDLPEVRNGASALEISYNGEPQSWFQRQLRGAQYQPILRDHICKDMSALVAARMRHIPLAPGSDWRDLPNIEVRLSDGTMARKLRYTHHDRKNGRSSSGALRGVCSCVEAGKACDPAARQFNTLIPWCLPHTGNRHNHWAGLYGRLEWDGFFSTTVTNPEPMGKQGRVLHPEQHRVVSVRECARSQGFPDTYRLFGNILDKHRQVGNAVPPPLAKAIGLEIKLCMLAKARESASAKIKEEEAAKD
LMPTP inh – LMPTP (human) inhibition; P24666; recombinant LMPTP-A, OMFP fluorogenic substrate, fluorescence intensity; inhibition, % at 20 µM; 0.22% of 360,000 active;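 active = compounds that cut the enzyme signal by at least half of the control window in the single-dose screen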;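 also: plate controls were DMSO wells with enzyme plus substrate for no effect and substrate without enzyme for full effect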
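test system = LMPTP-A | amount = 0.625 nM LMPTP-A final | reagent = fluorogenic phosphatase substrate OMFP at 400 µM final | incubation = 50 min at room temperature | benchmarks = no-enzyme low control, uninhibited high control | medium = Bis-Tris pH 6.0, DTT, detergent | signal = fluorescence intensity of OMFP turnover product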
NRP1-CendR mod – modulators of CendR peptide binding to human neuropilin-1 | inhibition, % at 25 µM | 0.85% of 360,000 active | FAM-RPARPAR peptide binding to NRP-1, fluorescence polarization | O14786;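 active = inhibition or corrected inhibition above about 18%, plus a signal ratio from 0.5 to 1.5, limit read from the data, passing the limit was not always enough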; also: strong numbers were not always called active
Scp-1 inhibitor – Scp-1 (human) phosphatase inhibition. Q9GZU7. Recombinant Scp1, phosphopeptide, malachite green phosphate absorbance. inhibition, % at 20 µM. 0.88% of 340,000 active. AID 493091;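 active = inhibition above about 50% at 20 µM, limit read from the data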;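 also: plate controls were DMSO wells with enzyme for no effect and wells lacking enzyme for full effect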
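Test system: SCP-1 catalytic domain; Buffer or medium: Acidic Tris acetate buffer with magnesium and detergent; Also added: Phosphorylated 17-residue peptide substrate; Compound: single 20 µM dose, 1% DMSO; Schedule: enzyme reaction 45 min at room temperature, colour 5 min, stabilisation 30 min; Signal: Phosphate-binding colour reagent, absorbance read at 630 nm.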
STEP inh – blocks human striatal-enriched tyrosine phosphatase. P54829. inhibition, % at 20 µM. recombinant STEP, OMFP fluorogenic substrate, fluorescence. 0.25% of 360,000 active;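 active = inhibition at 20 µM, scaled per plate between control wells, above about 37%, limit read from the data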;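 also: 0% = DMSO with enzyme and substrate and 100% = substrate only without enzyme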
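System: STEP (striatal-enriched tyrosine phosphatase) enzyme, cell-free; medium: Bis-Tris pH 6.0 buffer with DTT, detergent; dosing: 20 µM, 1% DMSO; times: reaction 20 min, ambient temperature; detection: fluorescence, 480/540 nm; read-out basis: normalized % inhibition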
SKN-1 block – blocks SKN-1 activity in C. elegans; C. elegans VP596 Pgst-4::GFP/RFP ratio, acrylamide-induced, 24 h; inhibition, % at 21.8 µM; 0.49% of 360,000 active; AID 624304;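 active = interference check ratio from 0.5 to 1.5 plus GFP to RFP signal ratio inhibition reaching or exceeding a fixed threshold, cut at about 30% in these data, passing the limit was not always enough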; also: some compounds called inactive have numbers as strong as hits
Neddylation inh – cullin neddylation inhibition; P61081+Q13564; TR-FRET cullin neddylation, biochemical; calls only at 25 µM; 0.58% of 360,000 active; AID 651699; in the data active = inhibition above about 36%
Tb MetRS inh – blocks T. brucei methionyl-tRNA synthetase activity; inhibition, % at 11.9 µM; 0.4% of 360,000 active; AID 624268; purified T. brucei MetRS, ATP depletion, Kinase-Glo luminescence;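 active = inhibition above a per-plate cutoff of the control wells' mean inhibition plus 3 SD, cut at about 5.5% in these data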;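 also: 0% = DMSO wells median and 100% = median of wells with control inhibitor compound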
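technique = Kinase-Glo luminescence, ATP depletion format | system = purified MetRS (methionyl-tRNA synthetase) enzyme from Trypanosoma brucei | timing = 15 min preincubation, 2 h reaction, all 25 °C | evaluation = percent inhibition versus plate control medians | dosing = single dose, 11.9 µM final nominal, 0.9% final DMSO | also added = substrates ATP, L-methionine and bulk Escherichia coli tRNA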
An asterisk follows results filed as active; i = inactive; . = not tested or not shown.

Results follow in this order: STEP inh, SKN-1 block, NadD block, LMPTP inh, DNMT1 block, Scp-1 inhibitor, Tb MetRS inh, Neddylation inh, NRP1-CendR mod, SUMO1 PPI mod
> O=C(Nc1cccc(Cl)c1Cl)C1CC(=O)N(c2ccc(Br)cc2)C1 (stereo unspecified)
 : -2, 6, -9, 0.2, 24, -11, -0.4, i, 0, -2
> O=C(CNS(=O)(=O)c1ccccc1)N1CCN(c2ccccc2)CC1
 : -2, -2, 0, 0.2, 1, -4, -1.3, i, 6, -3
> Cc1nnc(NC(=O)CCN2C(=O)/C(=C\c3ccccc3)SC2=S)s1
 : 6, -1, -2, -0.5, 2, -11, 0.5, i, 0, 2
> NNC(=O)c1nc[nH]c1C(=O)Nc1ccccc1[N+](=O)[O-]
 : 1, 2, 12, 2.5, 1, 1, -0.5, i, 13, -11
> N#Cc1c2n(c(=O)[nH]c1=O)CCCCC2
 : -4, 0, -18, -2.6, 0, 6, -1.8, i, 16, -1
> COC(=O)c1sc(NC(=O)COc2ccccc2C)nc1C
 : 1, 8, -2, -0.1, 1, -4, 0.2, i, -1, 0
> Cc1ccn2cc(-c3cccc(S(=O)(=O)N4CC(C)OC(C)C4)c3)nc2c1 (stereo unspecified)
 : 2, 11, 8, 2.1, 0, -2, 1.0, i, 8, 3
> Cc1cc(N2CCN(C(=O)Nc3ccccc3C#N)CC2)c2ccccc2n1
 : 2, 4, -5, 51*, 0, 6, -1.3, i, -3, -1
> O=S(=O)(c1cccc(C(F)(F)F)c1)N1CCN(c2nnnn2-c2ccccc2)CC1
 : -5, -5, -5, 1.1, 2, -7, -1.1, i, -2, 0
> O=C(O)CCCCCCCCc1cn(Cc2ccc(C(=O)c3ccccc3)cc2)nn1
 : 1, -7, 1, 0.5, 3, 22, -0.1, i, 9, 10
> O=c1c(-c2ccccc2)c(O)nc(SCCN2CCOCC2)n1-c1ccccc1
 : -4, -1, 0, -3.9, 0, -7, -0.6, i, 7, 2
> CCOC(=O)c1sc(NC(=O)CCc2ccccc2)nc1C
 : 2, 6, -3, -1.4, 8, -6, -0.4, i, 0, 7
> O=[N+]([O-])c1cccnc1N1CCC(c2cc(-c3ccc(Cl)cc3Cl)n[nH]2)CC1
 : 0, -1, 1, 1.3, -16, 5, 3.5, i, -12, -4
> Cc1ccc(Cl)cc1N(CC(=O)NC(C)c1ccccc1)S(C)(=O)=O (stereo unspecified)
 : -2, 8, -1, -1.7, 1, -2, -0.3, i, 2, 4
> CC(OC(=O)c1ccc(Cl)c([N+](=O)[O-])c1)C(=O)N1CCN(Cc2ccccc2)CC1 (stereo unspecified)
 : -2, -3, -6, 0.6, -1, -12, -0.1, i, 5, -20
> Cc1cccc2sc(N(CCCN(C)C)C(=O)c3cc4ccccc4oc3=O)nc12
 : 0, 8, -4, 0.3, 2, -1, 0.0, i, -8, -17
> COc1ccccc1NC(=O)C(C)OC(=O)CN1C(=O)C2CC=CCC2C1=O (stereo unspecified)
 : 3, 19, 0, -1.2, 1, -5, -0.2, i, -9, 4
> COc1ccc(/C=C2\CCc3ccccc3C2=O)cc1O
 : 2, 3, -14, 5.2, 0, -10, 0.3, i, 0, -22
> O=C(COc1ccc(F)cc1)NCC1(N2CCCCC2)CCCCC1
 : -1, 0, -2, 0.4, 12, 5, -0.7, i, 5, 8
> COCCNC(=O)c1cn(C)c2ccccc2c1=O
 : -1, -9, -3, -1.1, 2, -5, 0.1, i, 8, 3
> C#CCOCCOCCOCCNc1nc(N2CCN(C(=O)CCCCCCCCCCNC(=O)[C@@H](CCSC)n3cc(CCO)nn3)CC2)nc(N2CCN(C(=O)CCCCCCCCCCNC(=O)[C@@H]([C@H](C)O)n3cc(C)nn3)CC2)n1
 : 10, -10, 9, 6.5, -40, 17, -0.2, i, 13, 13
> O=C(NCC1CCCO1)c1onc(CSc2cccc(Cl)c2)c1C(=O)O (stereo unspecified)
 : -2, 12, -2, -0.9, 12, -18, -0.5, i, -3, 10
> O=C(O)c1ccc(Nc2ccc(Cl)c(Cl)c2)c([N+](=O)[O-])c1
 : 4, 3, -7, 0.1, -1, -13, 0.5, i, -2, -25
> O=C(NCC1CCCN1S(=O)(=O)c1cccs1)c1ccc(F)c(F)c1 (stereo unspecified)
 : -2, 9, -5, -1.8, -2, -3, -0.1, i, -10, 1
> COc1ccccc1C(=O)NC(=O)COC(=O)c1cc[n+]([O-])cc1
 : -1, 0, -2, -0.8, 2, 4, -0.2, i, 19, -11
> COc1cc(-c2nnc(COC(=O)c3nn(CC(C)C)c(=O)c4ccccc34)o2)cc(OC)c1OC
 : 3, 0, -10, 1.3, -2, -15, -0.3, i, -1, -2
> CC1(C2CC2)NC(=O)N(CC(=O)Nc2ccc(C(F)(F)F)cc2)C1=O (stereo unspecified)
 : -2, 11, 5, -1.2, 4, 1, -0.1, i, 12, 1
> CC(C)C(c1nnnn1Cc1ccccc1)N1CCN(Cc2ccco2)CC1 (stereo unspecified)
 : -6, 5, -5, 0.3, 4, 1, -1.4, i, 1, -1
> Cc1ccccc1-c1nc(CN2CCC(C(=O)O)CC2)c(C)o1
 : -2, -2, 0, 0.1, 7, 3, -0.7, i, -1, 1
> COc1c(C)cc(C(O)c2ncc(-c3ccc(C(F)(F)F)cc3)[nH]2)cc1C (stereo unspecified)
 : 1, 8, 8, 3.1, -8, ., 0.6, i, 13, -5
> COc1ccc(-c2cn(CCC(=O)O)c(-c3ccc(Cl)nc3)n2)cc1
 : -3, 6, 0, -1.4, 3, -9, 0.0, i, 2, -7
> O=C(C(=O)N1CCN(c2cccc(Cl)c2)CC1)c1c[nH]c2ccccc12
 : -1, 19, -2, 2.5, -4, -4, 9.4*, i, -3, 0
> CC(C)=C1C2C=CC1C(C(=O)Nc1cccc(C)c1)C2C(=O)O (stereo unspecified)
 : -1, 2, 1, -0.7, -3, 1, -0.2, i, -5, 4
> CCN(C(=O)CSc1ncnc2sc(C)c(C)c12)C1CCS(=O)(=O)C1 (stereo unspecified)
 : -4, 4, -1, 1.5, -1, -7, -0.5, i, 5, -1
> Cc1ccc(C(=O)N/C(=C\c2ccco2)C(=O)NC2CCS(=O)(=O)C2)cc1 (stereo unspecified)
 : -2, 0, -3, 0.0, -2, -15, -0.7, i, -3, -1
> CC(C)(C)N/C=C(\C#N)S(=O)(=O)c1ccc(Br)cc1
 : -1, -4, -9, -2.4, 0, -9, -0.6, i, 8, 0
> Cc1cccc(C(=O)Nc2nc(C)c(C(=O)Nc3ccc4c(c3)CCC4)s2)c1
 : -2, 6, 10, 1.9, -5, 10, -0.7, i, 5, 0
> CC(C)(C)[C@H]1C=C(C(=O)NC2CC2)O[C@@H](OCCCCO)C1
 : 1, 11, -3, -2.7, 4, -3, -0.2, i, 1, 2
> COc1c(C)cc(C(O)c2ncc(-c3ccccc3C)[nH]2)cc1C (stereo unspecified)
 : -2, 4, 5, -1.2, 3, ., 0.1, i, 16, 16
> CNC(=O)c1ccccc1-c1cn(C)c2ccccc2c1=O
 : -2, -5, 1, -1.4, -5, -5, -0.6, i, 2, 1
> CCOc1ccccc1Nc1nc(-c2sc(NC(=O)c3ccco3)nc2C)cs1
 : 1, 6, 31*, 4.3, -27, 1, -0.5, i, -40, 7
> COCCNC(=O)c1c(N)n(-c2cccc(C)c2)c2nc3ccccc3nc12
 : 0, 16, 2, -1.0, -14, 6, -0.7, ., -3, -5
> C[C@H](CO)N1C[C@H](C)[C@@H](CN(C)Cc2ccccc2)Oc2ccc(NC(=O)Cn3cnnn3)cc2C1=O
 : 2, 20, 0, -1.3, 4, -14, -0.4, i, -6, 5
> Cc1[nH]nc2c1C(c1ccsc1)C(C#N)=C(N)O2 (stereo unspecified)
 : 2, 6, 0, -1.7, -8, 1, -0.2, i, 4, -5
> COc1cccc(OCc2cc(C(=O)N(C)Cc3nc(C)cs3)no2)c1
 : 3, 24, 0, 1.2, -1, 0, -0.2, i, -5, 4
> O=C(CCCC1=NS(=O)(=O)c2ccccc2N1)N1CCN(c2ccc(Cl)cc2)CC1
 : 3, -5, 3, 0.0, -1, 0, 0.6, i, 3, 1
> CCC(=O)Nc1ccc2c(c1)OC[C@@H](C)N(Cc1cccc(F)c1)C[C@@H](C)[C@@H](OC)CN(C)C2=O
 : ., 9, ., -1.7, ., ., -0.5, i, 10, 5
> CCOc1ccc(N(C)S(=O)(=O)c2csc(C(N)=O)c2)cc1
 : -1, 1, -4, 0.0, -1, -9, -1.0, i, -4, -1
> C[C@H](CO)N1C[C@H](C)[C@@H](CN(C)C(=O)NC2CCCCC2)Oc2ccc(NC(=O)Nc3ccccc3)cc2C1=O
 : 1, 11, 1, 1.0, -4, 10, 3.6, i, -10, 2
> COc1ccc(CCN2C(=O)C(C)=C(C)C2=O)cc1OC
 : -2, 0, -1, -0.4, 0, -5, 0.5, i, 1, -15
> COc1ccc(NC(C)=O)cc1NC(=O)C1CCCN1C(=O)c1cccs1 (stereo unspecified)
 : -1, -1, 0, -0.4, -1, -2, -0.2, i, 6, 5
> COCCn1c(Cc2ccccc2)nnc1SCc1ccc([N+](=O)[O-])cc1
 : -2, 3, 15, -1.3, 0, 23, -0.8, i, 23, -17
> COc1ccc(-c2nnc(SCC(=O)Nc3ncc(C)s3)n2-c2ccccc2)cc1OC
 : -2, -17, 0, 0.1, -3, -11, 0.1, i, -8, 3

Compounds shown so far that contain fluorine (six):
Results follow in this order: STEP inh, SKN-1 block, NadD block, LMPTP inh, DNMT1 block, Scp-1 inhibitor, Tb MetRS inh, Neddylation inh, NRP1-CendR mod, SUMO1 PPI mod
> O=S(=O)(c1cccc(C(F)(F)F)c1)N1CCN(c2nnnn2-c2ccccc2)CC1
 : -5, -5, -5, 1.1, 2, -7, -1.1, i, -2, 0
> O=C(COc1ccc(F)cc1)NCC1(N2CCCCC2)CCCCC1
 : -1, 0, -2, 0.4, 12, 5, -0.7, i, 5, 8
> O=C(NCC1CCCN1S(=O)(=O)c1cccs1)c1ccc(F)c(F)c1 (stereo unspecified)
 : -2, 9, -5, -1.8, -2, -3, -0.1, i, -10, 1
> CC1(C2CC2)NC(=O)N(CC(=O)Nc2ccc(C(F)(F)F)cc2)C1=O (stereo unspecified)
 : -2, 11, 5, -1.2, 4, 1, -0.1, i, 12, 1
> COc1c(C)cc(C(O)c2ncc(-c3ccc(C(F)(F)F)cc3)[nH]2)cc1C (stereo unspecified)
 : 1, 8, 8, 3.1, -8, ., 0.6, i, 13, -5
> CCC(=O)Nc1ccc2c(c1)OC[C@@H](C)N(Cc1cccc(F)c1)C[C@@H](C)[C@@H](OC)CN(C)C2=O
 : ., 9, ., -1.7, ., ., -0.5, i, 10, 5

High-throughput results: PubChem BioAssay, several laboratories
